Screening data deposited in PubChem BioAssay by several laboratories.
ABCB6 inh 2: ABCB6 transporter inhibitors, primary screen, K562-ABCB6 cells, flow cytometry, MLPCN library. ATP-binding cassette sub-family B member 6 (Homo sapiens), Q9NP58. K562-ABCB6 porphyrin accumulation, 1 h; hits give low values. fluorescence ratio to DMSO, % at 10 µM. hit rate 0.19% among 360,000. AID 602162, 2011;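 active = fluorescence ratio to DMSO below 75%, the collection mean minus 3 SD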;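 note: signal is porphyrin accumulated inside mitochondria; 100% equals median channel fluorescence of DMSO control wells; lower ratio means ABCB6 inhibition with less porphyrin fluorescence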
MC4R ag barr: MC4R agonists recruiting beta-arrestin, primary screen, cell-based, luminescence, agonist arm of biased-ligand search | hit rate 0.98% among 360,000 | U2OS MC4R beta-arrestin complementation; percent of melanotan II response, DMSO zero | activation, % at 8.9 µM | Melanocortin receptor 4 (Homo sapiens), P32245;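 active = activation above a per-plate cutoff, the mean activation of sample wells on that plate plus 3 SD, cut at about 8% in these data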
Target sequence (P32245 whole entry, looked up): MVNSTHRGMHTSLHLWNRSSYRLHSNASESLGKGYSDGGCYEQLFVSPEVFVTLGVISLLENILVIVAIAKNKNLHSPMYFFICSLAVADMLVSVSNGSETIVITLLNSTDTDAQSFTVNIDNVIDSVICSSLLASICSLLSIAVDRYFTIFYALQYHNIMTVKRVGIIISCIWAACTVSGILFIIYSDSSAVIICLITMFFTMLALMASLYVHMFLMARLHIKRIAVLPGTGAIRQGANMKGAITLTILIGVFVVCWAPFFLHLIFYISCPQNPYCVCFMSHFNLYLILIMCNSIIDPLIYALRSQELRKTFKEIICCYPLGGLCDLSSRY
MC4R antagonist: MC4R antagonists of cAMP signaling, primary screen, cell-based, TR-FRET, antagonist arm of biased-ligand search; MC4R-expressing cells, MTII-stimulated cAMP, LANCE TR-FRET; Melanocortin receptor 4 (Homo sapiens), P32245; hit rate 0.48% among 360,000; inhibition, % at 6.5 µM;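 active = inhibition above its plate's cutoff, the mean of tested wells on that plate plus 3 SD, cut at about 29% in these data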;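 note: 0% = Melanotan II alone and 100% = Melanotan II plus saturating MCL0020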
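Test system: U2OS cells stably expressing human melanocortin 4 receptor (MC4R); also added: Melanotan II challenge; compound: 6.5 µM single dose; timing: 30-min compound preincubation, 1-h Melanotan II challenge, 1-h detection, room temperature; signal: Eu-cAMP/anti-cAMP TR-FRET, emission 671 nm; repeats: one well per compound, no replicates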
N-glyco inh: increase of ERlucT glycosylation luciferase signal, primary screen, N-linked glycosylation inhibitor project, D54 ERlucT cells, luminescence, set 2. D54 ERlucT glycosylation luciferase reporter, 24 h; percent of 100 nM tunicamycin response. hit rate 0.23% among 360,000. reporter increase, % at 12.5 µM;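 active = mean luciferase reporter signal, scaled so untreated is 0 and the glycosylation-blocking control 100, at or above a set limit in every replicate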;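 note: luciferase carries N-glycosylation sites so blocking glycosylation raises the light; 0% = median of neutral control wells and 100% = median of 100 nM tunicamycin wells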
aDG glyco act: activators of alpha-DG glycosylation, primary screen, uHTS, Pro5-aDG cells, AlphaScreen | alpha-DG glycosylation AlphaScreen (IIH6); 0% Pro5, 100% B10-LARGE cell signal | activation, % at 10 µM | hit rate 0.22% among 360,000 | AID 624168, 2012;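 active = activation of at least 8% versus controls, or a plate z-score of at least 8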;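 note: Pro5 are CHO cells carrying HIG-tagged alpha-DG that lacks glycosylation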
NOD2 RIPK2 PPI: NOD2-RIPK2 binding disruptors in cells, primary screen, fluorescence, CHO cells, BLA complementation | Receptor-interacting serine/threonine-protein kinase 2 (Homo sapiens), O43353 | inhibition, % at 4.98 µM | AID 624267, 2012 | CCF4 ratio | hit rate 0.38% among 360,000; in the data active = inhibition above about 21%;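 note: 0% = vehicle only and 100% = reference blocker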
Target sequence (O43353 whole entry, looked up): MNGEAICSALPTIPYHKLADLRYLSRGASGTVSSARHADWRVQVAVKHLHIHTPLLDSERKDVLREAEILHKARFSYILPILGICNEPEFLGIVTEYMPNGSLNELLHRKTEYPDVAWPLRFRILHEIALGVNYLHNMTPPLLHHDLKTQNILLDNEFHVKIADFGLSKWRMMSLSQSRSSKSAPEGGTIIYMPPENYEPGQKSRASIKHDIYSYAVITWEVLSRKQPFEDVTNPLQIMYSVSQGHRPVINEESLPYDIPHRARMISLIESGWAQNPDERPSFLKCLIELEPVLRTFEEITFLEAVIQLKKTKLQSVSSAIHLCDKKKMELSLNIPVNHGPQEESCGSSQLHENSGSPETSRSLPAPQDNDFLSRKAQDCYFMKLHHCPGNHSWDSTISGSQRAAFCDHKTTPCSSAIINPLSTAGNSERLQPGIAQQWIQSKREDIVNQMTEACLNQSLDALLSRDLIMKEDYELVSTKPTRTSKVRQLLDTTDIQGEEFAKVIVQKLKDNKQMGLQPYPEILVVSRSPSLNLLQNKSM
TLR9-MyD88 block: inhibitors of TLR9-MyD88 association in cells, primary screen, cell-based, CHO, BLA complementation, fluorescence; Toll-like receptor 9 (Homo sapiens) + Myeloid differentiation primary response protein …; CCF4 FRET ratio; inhibition, % at 4.98 µM; hit rate 0.21% among 340,000;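 active = inhibition above the mean over all tested compounds plus 3 SD, cut at about 21% in these data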;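 note: 0% = DMSO only wells and 100% = clavulanate BLA inhibitor control wells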
Exocytosis inh: LAMP-1 surface exposure blockers, TALL-104 cells – cell-based, flow cytometry, MLPCN library, primary screen. TALL-104 LAMP-1 surface exposure; cells stimulated with thapsigargin and PMA. inhibition, % at 10 µM. hit rate 0.66% among 360,000;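 active = inhibition above about 55%, limit read from the data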
Vif imaging: HIV Vif self-association inhibitors, primary screen, imaging, HEK293T, single point | inhibition, % at 7.49 µM | AID 602346, 2012 | hit rate 0.35% among 340,000 | HEK293T cells, Vif self-association by quenched fluorescence, 24 h; in the data active = inhibition above about 50%, passing the limit was not always enough; note: some results filed as inactive read as strong as hits
ABHD5-PLIN5 inh: ABHD5-PLIN5 interaction inhibitors, primary screen, cell lysate, split luciferase complementation, luminescence. hit rate 0.78% among 360,000. Split G. princeps luciferase complementation, 4 h. inhibition, % at 4 µM. Perilipin-5 (Homo sapiens) + 1-acylglycerol-3-phosphate O-acyltransferase ABHD5 (Homo …;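 active = inhibition above the mean inhibition across every tested compound plus 3 SD, cut at about 22% in these data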;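 note: 0% = DMSO only wells and the 100% control is not disclosed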
The depositor's hits bear a star; . = no result given.

SMILES	ABCB6 inh 2	MC4R ag barr	MC4R antagonist	N-glyco inh	aDG glyco act	NOD2 RIPK2 PPI	TLR9-MyD88 block	Exocytosis inh	Vif imaging	ABHD5-PLIN5 inh
O=C(Cn1cnc2c(nnn2Cc2ccccc2)c1=O)c1ccccc1	102	-0.3	20	2	-0.4	-4	-1	6	-20	8
COc1ccc(S(=O)(=O)Oc2ccccc2C(=S)N2CCOCC2)cc1	91	1.7	4	1	0.0	-7	10	-2	-1	-6
COc1cc(=O)oc(-c2ccccc2)c1C(C)=O	93	-1.4	3	2	0.0	-10	-1	6	22	3
CCNc1nc(Oc2ccc(Cl)cc2Cl)cc(C(F)(F)F)n1	98	1.8	0	-3	3.5	7	-1	2	1	-11
CC(C)CCN1CCN(Cc2cccn2-c2nccs2)CC1CCO (configuration not stated)	100	-0.8	3	-1	0.1	-12	-7	-1	2	2
O=C(Cc1ccccc1)NC1c2ccccc2-c2ccccc21	104	2.7	13	2	0.4	-7	4	-3	0	-5
CCOc1ccc(CCNC(=O)Cn2c(-c3nonc3N)nc3ccccc32)cc1OCC	100	0.1	3	-1	0.0	-8	2	0	.	2
O=C(NCCCCc1ccccc1)c1cccc(NC(=O)C2CCCCC2)c1	100	-3.9	0	-2	0.1	7	-3	7	1	-8
CC(=O)NCc1ccc(-c2csc(-c3cccs3)n2)cc1	102	3.0	13	-1	0.1	-5	-11	-2	-2	3
COc1ccc(NC(=O)CN(C)C(=O)c2sc3ccccc3c2Cl)cc1	107	-1.2	10	0	0.0	-4	-7	3	0	5
CCOc1ccc(S(=O)(=O)N2CCNC(=O)C2)cc1	97	0.6	0	0	0.0	-15	-3	13	-1	-8
COc1cc(-c2cc(-c3nnco3)c3ccccc3n2)cc(OC)c1OC	85	-3.5	0	7	-0.4	-8	5	-8	0	7
O=C(COn1nnc2ccc(S(=O)(=O)N3CCOCC3)cc21)NCc1cccc(Cl)c1	101	-1.1	-2	1	-0.2	-12	-16	-4	1	3
NC(=O)COc1ccc2oc(=O)cc(-c3cc4ccccc4o3)c2c1	100	-2.4	-6	3	-0.2	-9	-9	2	-3	-3
CC(C)(C)c1csc(NC(=O)Cc2cccs2)n1	102	-1.4	2	0	0.5	-7	-5	-2	-4	1
CO[C@H]1CN(C)C(=O)c2cc(NC(=O)c3cc(C)on3)ccc2OC[C@@H](C)N(C(=O)C2CC2)C[C@H]1C	.	.	.	.	-0.3	-3	.	2	.	-4
Cc1ccc(NC(=O)C2CCC(=O)N2C(=O)OCc2ccccc2)cc1 (configuration not stated)	94	-0.4	4	0	0.0	-10	-8	3	5	2
COc1ccccc1N1CCN(C(=O)c2cc(N3C(=O)C4C5CCC(C5)C4C3=O)ccc2Cl)CC1 (configuration not stated)	100	-1.1	8	-1	0.1	0	-6	9	-8	-1
Cc1cc(Cl)ccc1NC(=O)/N=C1/NC(=O)CS1	95	.	.	4	-0.4	-24	.	1	5	-4
COc1ccc(C(=O)NCCS(=O)(=O)NCc2ccccc2OC)cc1	95	-1.3	9	3	0.1	-4	-5	2	9	6
C=C(C)COc1ccc2c3c(c(=O)oc2c1OCC(=C)C)CCC3	92	0.7	-1	-9	0.1	-9	-2	2	-6	4
Brc1ccc2ncc(Br)cc2c1	105	-0.8	5	-3	-0.2	16	3	-4	-18	-2
CCOC(OCC)P(=O)(c1ccccc1)c1ccccc1	102	-1.3	4	2	4.1	4	-7	-4	5	-4
S=C(NCCc1c[nH]c2ccccc12)NC1CCCCC1	101	1.1	13	-1	0.2	-1	3	0	5	-8
Cc1nc2ccc(NC(=O)c3cccnc3)cc2s1	98	-0.1	6	0	0.2	-14	-9	-2	-1	1
C[C@@H]1COC(=O)[C@H](CC(=O)OC(C)(C)C)C/C=C\C[C@@H](CC(=O)N[C@H](CO)Cc2ccccc2)C(=O)N1	97	0.2	0	3	0.6	-4	-15	9	-1	3
CCC(C)c1ccccc1OCCn1ccnc1 (configuration not stated)	96	0.1	8	-1	1.6	7	1	1	-4	5
CCOC(=O)c1csc(NC(=O)c2ccc(S(=O)(=O)N(C)C)cc2)n1	94	-1.0	2	0	-0.2	-4	3	-2	-2	-6
CC(C)CC(=O)Nc1cccc(-c2nc3ccccc3[nH]2)c1	100	-2.5	11	5	0.1	-2	2	6	-4	3
O=C(c1cc(COc2c(F)cccc2F)on1)N1CCC(c2ccccc2F)C1 (configuration not stated)	115	1.5	20	-1	-0.1	-5	-7	-5	19	5
Cc1ccc(C)c(OCCCC(=O)Nc2nccs2)c1	90	1.6	5	-1	-0.2	-7	11	-1	.	-6
CC(=O)c1sc(NC(=O)C2CCCN2S(=O)(=O)c2ccccc2F)nc1C (configuration not stated)	97	0.8	-7	3	-0.1	-7	-1	2	-2	-11
O=S(=O)(Nc1cc(C(F)(F)F)ccc1N1CCOCC1)c1ccc2ccccc2c1	103	0.7	5	-10	0.0	-17	-4	27	-4	3
Cc1ccc(CNC(=O)C2CCCC2)cc1	105	-2.0	4	-1	0.0	-4	6	-1	3	3
O=C(Nc1ccccc1)c1ccc(Nc2c([N+](=O)[O-])cc([N+](=O)[O-])c3ccccc23)cc1	90	-0.1	-6	-10	2.1	-11	-1	0	-1	6
CCCCn1c(N2CCCC2)nc2c1c(=O)[nH]c(=O)n2C	98	-2.7	7	4	0.0	-7	0	2	19	-2
COC(=O)c1c(C)oc(C)c(C(=O)OC)c1=O	95	1.3	-2	0	0.4	10	-1	5	-3	3
Cc1cc([N+](=O)[O-])nn1Cc1ccc(C(=O)N/N=C/c2ccc(O)cc2O)cc1	81	-2.0	6	-3	0.6	2	3	-2	14	2
Cc1cc(NCCN2CCOCC2)n2c(nc3ccccc32)c1C#N	96	0.3	10	2	-0.1	11	-1	6	-3	0
O=C(COc1coc(CN2CCN(c3ccccc3)CC2)cc1=O)N1CCc2ccccc21	94	-1.8	5	2	0.2	-2	3	-7	-2	0
COc1ccc(C(=O)C2CCN(S(=O)(=O)c3ccc4c(c3)OCCO4)CC2)cc1	99	-0.9	-4	-8	0.3	8	1	3	-13	5
Cc1nn(-c2ccccc2)c(N2CCCC2)c1C=O	106	0.6	22	-3	0.2	3	-5	-1	0	-6
COC(=O)c1cccc(C(=O)N2CCCC(CNC(=O)c3ccccc3Cl)C2)c1 (configuration not stated)	99	-1.7	-3	1	0.0	-5	12	-2	3	-4
CCN(CC(=O)Nc1ccccc1C(F)(F)F)C(=O)c1ccccc1SCC(=O)N1CCCC1	95	-2.8	6	1	-0.1	1	-6	3	3	-11
O=C(NCc1ccc2[nH]c3c(c2c1)CCCC3)c1ccc(S(=O)(=O)N2CCOCC2)cc1	90	1.0	3	-1	-0.2	-15	-2	5	10	-6
Cc1ccc(NS(=O)(=O)c2ccc(-n3cccn3)cc2)c(C)c1	97	-0.6	0	-4	0.8	2	5	-6	-4	3
S=C(Nc1ccc2c(c1)OCCO2)Nc1ccc2c(c1)OCO2	100	-2.9	16	0	0.6	5	-1	1	-1	-9
COc1cc(O)c(C(CC(=O)N2CCCC2)c2cc(OC)c(OC)c(OC)c2)c(OC)c1 (configuration not stated)	97	-1.1	7	2	0.1	5	0	0	-5	-10

Gathered by group: the entries above with a halogen (11)
SMILES	ABCB6 inh 2	MC4R ag barr	MC4R antagonist	N-glyco inh	aDG glyco act	NOD2 RIPK2 PPI	TLR9-MyD88 block	Exocytosis inh	Vif imaging	ABHD5-PLIN5 inh
CCNc1nc(Oc2ccc(Cl)cc2Cl)cc(C(F)(F)F)n1	98	1.8	0	-3	3.5	7	-1	2	1	-11
COc1ccc(NC(=O)CN(C)C(=O)c2sc3ccccc3c2Cl)cc1	107	-1.2	10	0	0.0	-4	-7	3	0	5
O=C(COn1nnc2ccc(S(=O)(=O)N3CCOCC3)cc21)NCc1cccc(Cl)c1	101	-1.1	-2	1	-0.2	-12	-16	-4	1	3
COc1ccccc1N1CCN(C(=O)c2cc(N3C(=O)C4C5CCC(C5)C4C3=O)ccc2Cl)CC1 (configuration not stated)	100	-1.1	8	-1	0.1	0	-6	9	-8	-1
Cc1cc(Cl)ccc1NC(=O)/N=C1/NC(=O)CS1	95	.	.	4	-0.4	-24	.	1	5	-4
Brc1ccc2ncc(Br)cc2c1	105	-0.8	5	-3	-0.2	16	3	-4	-18	-2
O=C(c1cc(COc2c(F)cccc2F)on1)N1CCC(c2ccccc2F)C1 (configuration not stated)	115	1.5	20	-1	-0.1	-5	-7	-5	19	5
CC(=O)c1sc(NC(=O)C2CCCN2S(=O)(=O)c2ccccc2F)nc1C (configuration not stated)	97	0.8	-7	3	-0.1	-7	-1	2	-2	-11
O=S(=O)(Nc1cc(C(F)(F)F)ccc1N1CCOCC1)c1ccc2ccccc2c1	103	0.7	5	-10	0.0	-17	-4	27	-4	3
COC(=O)c1cccc(C(=O)N2CCCC(CNC(=O)c3ccccc3Cl)C2)c1 (configuration not stated)	99	-1.7	-3	1	0.0	-5	12	-2	3	-4
CCN(CC(=O)Nc1ccccc1C(F)(F)F)C(=O)c1ccccc1SCC(=O)N1CCCC1	95	-2.8	6	1	-0.1	1	-6	3	3	-11

Some of the compounds tested (hit frequency here may not be typical).
